Screens as filed in PubChem.
PPARg SRC-2 ag = agonists of PPARg-SRC-2 recruitment, primary screen, biochemical, HTS; PPARgamma LBD-SRC-2 recruitment; activation, % at 8 µM; hit rate 0.34% among 200,000; AID 1032, 2008; in the data active means activation above about 22%;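 further: 0% = vehicle and 100% = reference agonist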
Target sequence (P37231 whole entry, looked up, the tested form may be a part): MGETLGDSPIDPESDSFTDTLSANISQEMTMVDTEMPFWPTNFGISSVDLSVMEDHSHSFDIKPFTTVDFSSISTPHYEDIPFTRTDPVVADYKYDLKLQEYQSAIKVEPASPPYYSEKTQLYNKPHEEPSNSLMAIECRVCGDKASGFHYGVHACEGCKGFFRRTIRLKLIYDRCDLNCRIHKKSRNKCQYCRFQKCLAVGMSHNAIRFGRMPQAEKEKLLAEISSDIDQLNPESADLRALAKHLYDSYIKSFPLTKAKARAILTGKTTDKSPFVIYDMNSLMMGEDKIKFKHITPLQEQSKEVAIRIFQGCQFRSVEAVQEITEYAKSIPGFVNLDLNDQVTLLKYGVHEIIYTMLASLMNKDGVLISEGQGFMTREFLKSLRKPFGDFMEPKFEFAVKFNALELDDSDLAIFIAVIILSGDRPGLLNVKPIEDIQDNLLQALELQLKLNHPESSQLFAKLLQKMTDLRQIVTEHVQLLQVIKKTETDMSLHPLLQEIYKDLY
G6PDH CS = L. mesenteroides G6PDH inhibitors, counter-screen for G6PDH-coupled screening assays, biochemical, Leuconostoc mesenteroides enzyme; inhibition, % at 5 µM; hit rate 0.12% among 200,000; glucose-6-phosphate dehydrogenase [Leuconostoc mesenteroides]; AID 1020, 2008; Purified L. mesenteroides G6PDH, diaphorase/resazurin coupled fluorescence, 45 min; in the data active means inhibition above about 50%
ROMK mod = ROMK potassium channel modulators, primary screen, cell-based, thallium flux, MLSMR library; ATP-sensitive inward rectifier potassium channel 1 (Homo sapiens), P48048; Tet-inducible ROMK, thallium flux fluorescence; actives lie on both sides; B-score at 10 µM; AID 1918, 2009; hit rate 2% among 130,000;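 active means signal ratio slope over the read window, or its plate-corrected B-score, at least 3 SD from the plate mean, either direction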;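 further: B-score of the F/F0 ratio slope over 7 to 12 s after thallium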
Target sequence (P48048 whole entry, looked up): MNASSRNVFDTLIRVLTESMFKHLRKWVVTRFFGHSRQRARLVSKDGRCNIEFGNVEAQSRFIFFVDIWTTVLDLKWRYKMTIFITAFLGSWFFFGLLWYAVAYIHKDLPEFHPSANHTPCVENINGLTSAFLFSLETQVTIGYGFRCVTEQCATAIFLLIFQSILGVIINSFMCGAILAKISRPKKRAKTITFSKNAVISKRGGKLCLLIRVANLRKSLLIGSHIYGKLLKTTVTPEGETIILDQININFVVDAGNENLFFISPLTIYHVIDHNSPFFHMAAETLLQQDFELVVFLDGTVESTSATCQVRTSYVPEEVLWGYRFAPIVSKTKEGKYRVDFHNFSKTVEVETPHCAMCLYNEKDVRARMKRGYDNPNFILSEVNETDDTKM
PPARg SRC3 recr = PPARgamma agonists recruiting SRC-3 coactivator, primary screen, biochemical | Peroxisome proliferator-activated receptor gamma (Homo sapiens), P37231 | biochemical PPARgamma/SRC-3 coactivator recruitment assay | activation, % at 8 µM | hit rate 0.26% among 200,000; in the data active means activation above about 23%;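 further: 0% = DMSO and 100% = reference agonist; some compounds past the cut are filed as inactive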
S1P3 antagonist = S1P3 receptor antagonists, primary screen, cell-based; Sphingosine 1-phosphate receptor 3 (Homo sapiens), Q99500; CHO S1P3 NFAT-BLA reporter, FRET fluorescence, antagonist mode; inhibition, % at 4.98 µM; hit rate 0.27% among 170,000; AID 485, 2006;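 active means inhibition above the plate cutoff, the mean inhibition of test wells on that plate plus 3 SD, cut at about 28% in these data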;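 further: cells challenged with S1P at its EC80 of 0.8 µM; blue over green emission ratio from cleaved BLA substrate after 4 h stimulation; 0% = S1P-stimulated wells and 100% = unstimulated DMSO-only wells; some compounds past the cut are filed as inactive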
TR-FRET SRC-2 ct = TR-FRET signal artefacts, primary screen, artefact control for PPARgamma SRC-2 agonist project, biochemical; TR-FRET artefact counter-screen; active compounds read high; hit rate 0.4% among 200,000; TR-FRET ratio at 8 µM; AID 1049, 2008; in the data active means TR-FRET ratio above about 2000; further: inactives centre near 1500
PPARg SRC1 recr = PPARgamma agonists recruiting SRC-1 coactivator, primary screen, biochemical. Peroxisome proliferator-activated receptor gamma (Homo sapiens), P37231. PPARgamma-SRC-1 coactivator recruitment biochemical assay. activation, % at 8 µM. hit rate 0.41% among 200,000. AID 631, 2007; in the data active means activation above about 19%;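 further: 0% = DMSO and 100% = reference agonist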
PMI act hi M6P = human PMI activators, high substrate, primary screen, biochemical, fluorescence intensity, near-saturating mannose 6-phosphate | Mannose-6-phosphate isomerase (Homo sapiens), P34949 | coupled PMI enzyme assay, resazurin fluorescence, 20 min; active compounds read high; 1 = untreated enzyme, 0 = substrate-free blank | activation factor at 20 µM | hit rate 0.34% among 190,000;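 active means activation factor of 2 or more at 20 µM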
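Material: human phosphomannose isomerase with PGI, G6PDH, diaphorase coupling enzymes; amount: PMI at 15 ng/mL final; also added: Mannose-6-phosphate 1.0 mM (near-saturating) plus 0.22 mM NADP+; incubation: enzyme reaction with compound 20 min at room temperature; signal: resorufin fluorescence (Ex 544/Em 590 nm) from resazurin via diaphorase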
Diaphorase inh = diaphorase inhibitors and chemical oxidizers, primary screen, counter-screen for diaphorase-coupled primary assays, biochemical, uHTS, resorufin fluorescence. diaphorase resazurin-to-resorufin fluorescence, NADH, 16 min; bacterial (C. kluyveri) enzyme, not human. inhibition, % at 20 µM. hit rate 0.69% among 190,000;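 active means primary screen inhibition at 20 µM above a set limit, cut at about 50% in these data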;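 further: plate controls were DMSO with full reaction for no effect and wells lacking NADH for full effect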
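controls = No-NADH positive control and DMSO neutral control | system = Clostridium kluyveri diaphorase enzyme | timing = reaction incubation of 16 min at room temperature | signal = resorufin fluorescence 544/590 nm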
PMI activator = activators of human PMI, primary screen, biochemical, fluorescence intensity, near-Km mannose 6-phosphate; Mannose-6-phosphate isomerase (Homo sapiens), P34949; purified human PMI, coupled resazurin fluorescence, 20 min; active compounds read high; 1 = vehicle control, 0 substrate-free wells; activation factor at 20 µM; hit rate 0.005% among 190,000;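 active means activation factor of 2 or more at 20 µM, relative to plate controls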
Diaphorase act = compounds boosting diaphorase resazurin reduction – biochemical, uHTS, resorufin fluorescence, counter-screen for diaphorase-coupled primary assays, primary screen; Diaphorase/resazurin coupled assay, 16 min; active compounds read high; 1 = vehicle wells, 0 = NADH-free wells; activation factor at 20 µM; hit rate 0.005% among 190,000;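 active means diaphorase activity raised at least twofold by the compound at 20 µM; inactive means activation factor below 2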
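Measured by – red resorufin fluorescence at 544/590 nm excitation/emission · Test system – Clostridium kluyveri diaphorase, purified enzyme · Incubation – reaction time 16 min, room temperature · Buffer or medium – 50 mM HEPES pH 7.4 with 4.542 mM MgCl2, 0.005% Tween 20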
An asterisk follows results filed as active; . = not tested or not shown.

The line under a structure holds: PPARg SRC-2 ag | G6PDH CS | ROMK mod | PPARg SRC3 recr | S1P3 antagonist | TR-FRET SRC-2 ct | PPARg SRC1 recr | PMI act hi M6P | Diaphorase inh | PMI activator | Diaphorase act
[1] Oc1cc(NCc2cccnc2)ccc1-c1nc2ccccc2o1
    -1 | -37 | . | 8 | -5 | 1563 | -3 | 1.1 | 5 | 1.1 | 1
[2] Cc1csc(Cn2c(CN(C)C)nc3ccccc3c2=O)n1
    13 | 0 | -0.73 | -8 | -18 | 1701 | 2 | 1.1 | 9 | 1 | 0.9
[3] CS(=O)(=O)N(CC(=O)N1CCCCC1)c1sc2c(c1C#N)CCCC2
    -7 | . | -1.2 | -6 | -15 | 1464 | 4 | . | . | . | .
[4] COCCN(C(=O)c1ccccc1)c1nnc(-c2cccnc2)s1
    -5 | 3 | . | -1 | -7 | 1443 | -5 | 1 | 16 | 1 | 0.8
[5] C=CCc1cccc(/C=N/NC(=O)CNc2ccccc2)c1O
    -5 | 4 | -0.71 | -3 | . | 1465 | -8 | 1 | -1 | 1 | 1
[6] O=C(Nc1ccccc1Cl)c1ccc(-n2cccn2)c([N+](=O)[O-])c1
    1 | 2 | 0.33 | 2 | -18 | 1587 | -1 | 0.9 | 5 | 1 | 0.9
[7] CC(C)NCCOCCSc1ccc(Cl)cc1
    2 | 5 | . | -9 | . | 1610 | -4 | 0.9 | 13 | 1 | 0.9
[8] CCOc1nc(NCCO)nc(Nc2ccccc2F)n1
    -4 | 6 | 0.86 | 0 | 7 | 1600 | 1 | 0.9 | 22 | 0.9 | 0.8
[9] Cc1cc2ncn(CC(O)COc3cccc(C(=O)O)c3)c2cc1C (centres undefined)
    4 | 2 | . | 3 | 3 | 1666 | 0 | 1.1 | -1 | 1 | 1
[10] Cc1ccc(C)c(NC(=O)c2ccccn2)c1
    3 | 4 | . | -9 | -1 | 1366 | 11 | 1.1 | -10 | 1 | 1.1
[11] COc1cc(C2C(C#N)=C(N)Oc3n[nH]c(-c4ccncc4)c32)cc(OC)c1OC (centres undefined)
    -1 | -1 | 0.51 | 2 | -7 | 1596 | -4 | 0.9 | 22 | 0.9 | 0.8
[12] Cc1ccccc1-n1nnnc1SCC(=O)N(C)C1CCS(=O)(=O)C1 (centres undefined)
    7 | 8 | -0.081 | 7 | -25 | 1544 | 6 | 1 | 6 | 1 | 0.9
[13] C/C(CC(=O)NCCCN1CCOCC1)=N\NC(=O)COc1ccc(C)cc1
    -1 | -6 | 0.18 | -1 | -12 | 1569 | 0 | 1 | 4 | 0.9 | 1
[14] COc1cccc(C(=O)NC2CCCC2)c1
    5 | 3 | 0.5 | 2 | -1 | 1687 | 6 | 1 | 17 | 1 | 0.8
[15] O=c1c2ccccc2nnn1CSc1nnc2ccccn12
    -5 | 2 | 0.77 | 2 | 21 | 1719 | 6 | 1 | 5 | 1 | 0.9
[16] COC(=O)c1cccc(S(=O)(=O)N2CCOCC2)c1
    -1 | -8 | 0.0033 | 3 | . | 1513 | 0 | 1 | 10 | 1 | 0.9
[17] O=C1CN(C(=O)COc2cccc(F)c2)c2ccccc2N1
    -8 | -7 | . | 1 | -10 | 1484 | -6 | 1.1 | -1 | 1 | 1
[18] CCC(C)(C(=O)NC1CCCCC1)N(Cc1cccs1)C(=O)c1ccccn1 (centres undefined)
    -6 | 6 | . | 1 | -5 | 1563 | -1 | 1 | -11 | 1.1 | 1.1
[19] CC(C)C[C@H](NC(=O)Nc1cccc(Cl)c1)C(=O)O
    6 | -4 | 0.77 | 4 | -22 | 1643 | 3 | 0.9 | 17 | 1 | 0.8
[20] COc1ccc(Oc2ccc(NC(=O)c3ccccc3C)cc2)cc1
    -2 | 11 | -0.052 | -4 | 1 | 1668 | -6 | 0.9 | 25 | 0.9 | 0.8
[21] CN(C)S(=O)(=O)c1ccc(Cl)c(NC(=O)CSc2nc3c(cc2C#N)C(=O)CCC3)c1
    -5 | 7 | . | -4 | 11 | 1285 | -7 | 1 | 12 | 1 | 0.9
[22] N#Cc1nc(-c2ccc(OCc3ccccc3)cc2)oc1N1CCOCC1
    7 | 6 | 0.51 | 12 | 4 | 1595 | 7 | 0.8 | 12 | 0.8 | 0.9
[23] COc1ccc(-c2cc(C(=O)OCC(=O)N(C)C)c3ccccc3n2)cc1
    -1 | -39 | . | -7 | 22 | 1524 | -6 | 0.8 | 27 | 0.9 | 0.7
[24] Cc1nn(C)c(Cl)c1/C=N/OC(=O)c1ccc(F)cc1
    0 | 12 | 0.69 | 3 | 7 | 1476 | 18 | 1 | 8 | 1 | 0.9
[25] CCOC(=O)COc1cc2c(C(=O)OCC)c(C)oc2cc1Br
    -3 | 6 | . | 3 | -2 | 1682 | -6 | 0.9 | 14 | 1 | 0.9
[26] O=C(Cn1cc2c(n1)CCCCC2)NCCN1CCOCC1
    -1 | 3 | . | 12 | -39 | 1480 | 8 | 1 | 10 | 0.9 | 0.9
[27] O=C1c2ccccc2-c2nc3ncnn3c(-c3ccccc3Cl)c21
    -6 | 5 | . | -2 | -64 | 1626 | 5 | 1 | 9 | 1 | 0.9
[28] CC(C)N(Cc1cc2ccccc2[nH]c1=O)C(=O)C1CCCCC1
    -6 | -1 | -0.002 | 3 | -56 | 1451 | 0 | 1.1 | 0 | 1 | 1
[29] O=C(O)CC1SC(=Nc2cccc(O)c2)NC1=O (centres undefined)
    -4 | 7 | 0.72 | 0 | -18 | 1466 | 0 | 0.9 | 12 | 0.9 | 0.9
[30] CCCn1c(=O)[nH]c(=O)c2c1nc(-c1ccccc1OC(F)F)n2CCOC
    -5 | 5 | 0.78 | -13 | -7 | 1605 | 6 | 1 | 15 | 1 | 0.8
[31] COc1ccccc1COC(=O)N/C=C/c1ccco1
    0 | -4 | -0.32 | -4 | -5 | 1318 | -4 | 1.4 | 7 | 1.4 | 0.9
[32] O=C1C=CC(O)(c2cc(=O)c3c(O)cc(O)cc3o2)C=C1
    11 | 18 | -3.1 | 2 | -10 | 1547 | 6 | 1 | 10 | 1.1 | 0.9
[33] CCOc1ccc2c(C)c(C)c(=O)oc2c1OCC
    9 | -9 | 1.6 | 0 | . | 1597 | 1 | 0.9 | 12 | 0.9 | 0.9
[34] COc1ccc(S(=O)(=O)n2nc(OC(C)=O)cc2N)cc1
    -6 | 7 | . | -1 | 7 | 1492 | 1 | 1.1 | 4 | 1 | 1
[35] CCCCN1C=C(C(=O)OC)C(c2ccccc2C(F)(F)F)C(C(=O)OC)=C1
    -2 | -2 | . | 0 | . | 1478 | -1 | 1 | -3 | 1 | 1
[36] COc1ccccc1-c1c(C)nn2c(N3CCN(c4ccccc4OC)CC3)cc(C)nc12
    -8 | 12 | . | 5 | -5 | 1576 | -5 | 0.8 | 34 | 0.9 | 0.7
[37] Nc1nc(CN2CCCCCC2)nc(Nc2ccc(F)cc2)n1
    -2 | 2 | 0.17 | 2 | . | 1460 | 2 | 1 | -7 | 1.1 | 1.1
[38] Cc1cc(C)n2nc(C(=O)NC(C)(C)C)nc2n1
    6 | 9 | . | 7 | . | 1633 | -6 | 1.1 | 10 | 1.1 | 0.9
[39] COc1ccc(S(=O)(=O)N2CCCCC2)cc1NS(=O)(=O)c1cc(Cl)ccc1Cl
    -10 | 15 | 1.2 | 0 | -10 | 1420 | -3 | 0.8 | 29 | 0.9 | 0.7
[40] CC(=O)Nc1ccc(NC(=O)C(C)OC(=O)CCc2nc3ccccc3s2)cc1 (centres undefined)
    2 | 10 | 0.28 | 1 | -4 | 1571 | 3 | 0.9 | 4 | 0.9 | 1

3 of these compounds in a different format:
no.	structure	PPARg SRC-2 ag	G6PDH CS	ROMK mod	PPARg SRC3 recr	S1P3 antagonist	TR-FRET SRC-2 ct	PPARg SRC1 recr	PMI act hi M6P	Diaphorase inh	PMI activator	Diaphorase act
31	COc1ccccc1COC(=O)N/C=C/c1ccco1	0	-4	-0.32	-4	-5	1318	-4	1.4	7	1.4	0.9
32	O=C1C=CC(O)(c2cc(=O)c3c(O)cc(O)cc3o2)C=C1	11	18	-3.1	2	-10	1547	6	1	10	1.1	0.9
33	CCOc1ccc2c(C)c(C)c(=O)oc2c1OCC	9	-9	1.6	0	.	1597	1	0.9	12	0.9	0.9

Next part:
The line under a structure holds: PPARg SRC-2 ag | G6PDH CS | ROMK mod | PPARg SRC3 recr | S1P3 antagonist | TR-FRET SRC-2 ct | PPARg SRC1 recr | PMI act hi M6P | Diaphorase inh | PMI activator | Diaphorase act
[41] C=CCSc1nc(N)c(C(=O)Nc2ccccc2C)cc1C(N)=O
    8 | -7 | . | 0 | -19 | 1725 | -1 | 0.9 | 7 | 0.9 | 0.9
[42] COc1ccc(OC)c(-c2csc(NC(=O)Cn3[nH]c(=O)c4ccccc4c3=O)n2)c1
    0 | -1 | 0.058 | 1 | -14 | 1635 | 2 | 1 | 10 | 0.9 | 0.9
[43] COc1ccc(NC(=O)c2cc(C(C)C)on2)cc1OC
    3 | 9 | . | 4 | 11 | 1405 | 4 | 0.8 | 10 | 0.9 | 0.9
[44] CC(C)COC(=O)NCCCOC(=O)Nc1ccccc1
    -14 | 12 | -1.2 | -1 | -8 | 1563 | 5 | 0.9 | 10 | 0.9 | 0.9
[45] O=C(c1coc(=O)c(Br)c1)N1CCOCC1
    9 | -14 | -0.07 | 16 | . | 1855 | 6 | 1 | 21 | 1 | 0.8
[46] O=C(COC(=O)C1CC2C=CC1C2)NCc1ccccc1Cl (centres undefined)
    5 | 2 | -0.45 | 1 | -25 | 1464 | 0 | 1 | 6 | 1.1 | 0.9
[47] O=C(NCCc1c[nH]c2ccccc12)c1ccc(S(=O)(=O)NCc2ccco2)cc1
    -2 | -12 | . | 18 | . | 1532 | 2 | 1 | 0 | 1 | 1
[48] Cc1ccc(-n2c(SCC(=O)Nc3ccc4c(c3)OCO4)nnc2-c2ccccn2)cc1
    9 | 4 | -0.35 | -6 | . | 1349 | 1 | 1 | 12 | 0.9 | 0.9
